High-throughput results: PubChem BioAssay, National Center for Advancing Translational Sciences (NCATS)
15-hLO-2 inh – qHTS Assay for Inhibitors of 15-hLO-2 (15-human lipoxygenase 2) | Polyunsaturated fatty acid lipoxygenase ALOX15B (Homo sapiens), O15296 | purified 15hLO-2, xylenol orange hydroperoxide absorbance | Potency, µM (top dose mostly 57.1 µM), inactives show at the top dose activity change, negative = inhibition, most hits filed as inhibitors | actives 0.56% (n = 110,000); note: potency is the fitted concentration of half-maximal effect; nearly all actives have a fitted effect of over 60% in size; many of its hits are not listed in these tables
Target sequence (O15296 whole entry, looked up): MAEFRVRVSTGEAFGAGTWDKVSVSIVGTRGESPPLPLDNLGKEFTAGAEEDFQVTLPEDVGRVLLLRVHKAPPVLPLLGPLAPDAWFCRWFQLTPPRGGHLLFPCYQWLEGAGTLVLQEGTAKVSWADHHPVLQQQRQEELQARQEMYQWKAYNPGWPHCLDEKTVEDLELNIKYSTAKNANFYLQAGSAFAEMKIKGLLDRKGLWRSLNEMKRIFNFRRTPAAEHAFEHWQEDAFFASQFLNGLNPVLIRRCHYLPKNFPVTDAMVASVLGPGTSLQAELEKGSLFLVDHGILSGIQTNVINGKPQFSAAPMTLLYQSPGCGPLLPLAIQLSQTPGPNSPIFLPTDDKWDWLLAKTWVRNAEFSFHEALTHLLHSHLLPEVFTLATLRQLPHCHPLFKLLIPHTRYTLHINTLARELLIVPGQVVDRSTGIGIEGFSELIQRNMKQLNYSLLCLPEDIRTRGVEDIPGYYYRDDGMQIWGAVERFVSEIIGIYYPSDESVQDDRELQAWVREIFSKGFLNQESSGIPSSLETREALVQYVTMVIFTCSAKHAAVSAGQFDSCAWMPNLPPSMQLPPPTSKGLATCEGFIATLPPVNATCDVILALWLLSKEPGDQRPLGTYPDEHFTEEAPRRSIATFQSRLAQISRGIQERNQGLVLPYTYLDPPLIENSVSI
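Purified human 15hLO-2 (50 nM) preincubated 15 min with compound, then 45 uM arachidonic acid for 90 min at RT in 25 mM Hepes pH 7.5, 0.01% Triton X-100. Hydroperoxide detected by Fe-xylenol orange; 573/405 nm absorbance ratio.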
PNC assembly inh – High Content Assay for Compounds that inhibit the Assembly of the Perinucleolar Compartment; PC3M PTB-GFP, PNC prevalence imaging, 16 h; active compounds read low; activity change (PNC), negative = inhibition, % at 10 µM; actives 3.1% (n = 140,000);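 active = readout at or below -70, meaning at least 70% loss of cells showing the perinucleolar compartment, a nuclear body marking cancer cells; inconclusive = readout between -30 and a set limit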;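 note: plate controls were DMSO wells for no effect and camptothecin positive control wells for full effect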
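PC3M cells stably expressing PTB-GFP, 750–1000 cells/well, treated 16 h at 37 °C with compound (23 nl of library stock), in duplicate. After paraformaldehyde fixation and Hoechst stain, imaged at 20x; PNC prevalence scored by image analysis.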
IMPase inh – qHTS Assay for Identifying the Cell-Membrane Permeable IMPase Inhibitors; Inositol monophosphatase 1 (Rattus norvegicus), P97697; CHO-M1 cells, IP1 accumulation, HTRF TR-FRET ratio; inhibition (IP1 accumulation), % at 46.1 µM; 120,000 tested, under 10 active; active = well fitted curve in the direction sought with a large enough effect in the signal ratio, not every such curve was filed as active; inconclusive = small, poorly fitted or top-dose-only effect, or a change in a side signal; inactive = no such curve, though single readings can be large or run the other way; the % refers to the signal ratio;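 note: cells stimulated with carbachol in lithium chloride buffer; plate controls were DMSO basal wells for no effect and reference inhibitor wells for full effect; higher means more IMPase inhibition seen as more IP1 and lower FRET ratio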
Target sequence (P97697 whole entry, looked up): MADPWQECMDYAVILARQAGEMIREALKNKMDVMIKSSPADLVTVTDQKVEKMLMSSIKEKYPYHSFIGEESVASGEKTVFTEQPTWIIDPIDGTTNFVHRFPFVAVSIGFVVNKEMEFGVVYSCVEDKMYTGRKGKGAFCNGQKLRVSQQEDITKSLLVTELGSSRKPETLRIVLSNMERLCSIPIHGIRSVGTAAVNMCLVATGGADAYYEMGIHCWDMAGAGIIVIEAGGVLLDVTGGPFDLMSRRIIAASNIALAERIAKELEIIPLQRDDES
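Cellular IMPase inhibition is scored as a rise in cytosolic IP1, detected by competitive TR-FRET between d2-labelled IP1 and a europium anti-IP1 antibody. M1-expressing CHO cells were stimulated with carbachol for 30 min at 37C, with lithium (50 mM LiCl) present in the buffer.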
12-hLO inh – qHTS Assay for Inhibitors of 12-hLO (12-human lipoxygenase) | Polyunsaturated fatty acid lipoxygenase ALOX12 (Homo sapiens), P18054 | purified 12-hLO, xylenol orange hydroperoxide absorbance | Potency, µM (doses to about 57.1 µM), inactives show at the highest dose activity change, negative = inhibition, usual class: inhibitors | actives 0.12% (n = 150,000); note: potency is the fitted concentration of half-maximal effect; nearly all actives have a fitted effect of over 55% in size; many of its hits are not listed in these tables
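150 nM 12hLO, 25 mM Hepes pH 7.0 + 0.01% Triton X-100; cpd preinc 15 min RT; 40 uM arachidonic acid, 30 min RT; Fe-XO 30 min; A573/A405 ratio as read-out.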
The depositor's hits bear a star; ? = inconclusive; · = not tested or not shown; [ ] = remark or other dose. Unless noted, calls come from the whole dose curve; as a rule, active = well fitted curve in the direction sought with a large enough effect; inconclusive = small, poorly fitted or top-dose-only effect, or another doubt; inactive = no such curve, though single readings can be large; an effect the other way counts as inactive or inconclusive. Unless noted, % is set by controls: 0 for no effect and ±100 for the full control effect.

Values run as follows: 15-hLO-2 inh, PNC assembly inh, IMPase inh, 12-hLO inh
CCOc1cc(/C=N/NC(=O)COc2cccc(C)c2)ccc1OC(=O)c1cccs1
    1%, 46, 2, -3%
Oc1ccccc1-c1nnc(COc2ccccc2)o1
    -15%, 33, -3, -12%
O=C(Nc1cnn(Cc2ccc(Cl)c(Cl)c2)c1)C12CC3CC(CC(C3)C1)C2
    ·, ?, ?, -6%
Cc1ccc(NC(=S)NCCO)c(C)c1
    -6%, 34, ?, 2%
COc1ccc(NCC(=O)N/N=C/C=C\c2ccccc2)cc1
    ·, ?, 0, -5%
Cc1[nH]n(C(C)(C)C)c(=O)c1Sc1ccccc1
    ?, 6, 3, -9%
Cc1nc(N2CCOCC2)c2nc(-c3ccccc3)n(CCCN3CCCCC3C)c2n1 (stereo not given)
    2%, ·, ·, 2%
CCC(c1nnnn1Cc1ccc2c(c1)OCO2)N1CCN(c2ccc(F)cc2)CC1 (stereo not given)
    4%, -3, 4, -2%
Cn1cccc1CNCc1ccccc1Cl
    -5%, 17, 8, -4%
COc1ccccc1NC(=O)CSc1nnc(CC(=O)Nc2cccc(C(F)(F)F)c2)n1C
    0%, 30, 6, 2%
COc1cccc(NS(=O)(=O)Cc2ccccc2)c1
    ?, 154, 4, 1%
O=C1CCCc2ccccc2N1Cc1ccccc1Cl
    4%, 30, 8, -2%
COc1ccc2c(c1OC)C(=O)OC2Nc1ncc(Br)cc1Br (stereo not given)
    1%, 32, -9, -3%
CC(=O)N1CCN(c2ccc(NC(=O)c3ccc4c(c3)OCCO4)cc2)CC1
    -1%, 29, 11, 8%
O=C1c2ccccc2C(=O)N1CCc1nc(-c2ccncc2)no1
    4%, 24, 8, -2%
COCCN=C1OC(=O)N2C(=O)C3=C4C(C[C@H]5C(=O)N(CC(=O)OC)C(=O)[C@H]5[C@H]4[C@@]12Cc1ccccc1)[C@H]1C(=O)N(CC(=O)OC)C(=O)[C@H]1[C@H]3C (stereo not given in full)
    -2%, ·, ·, 2%
CN1CCN(CC(=O)N/N=C\c2c[nH]c3ccccc23)CC1
    ·, -16, ·, -1%
COC(=O)c1ccc(NC(C)C(=O)OC)c([N+](=O)[O-])c1 (stereo not given)
    ·, 63, ·, -2%
CC1CCN(C(=O)Nc2cccc(NC(=O)N3CCC(C)CC3)c2)CC1
    -2%, 12, -1, -9%
COc1ccccc1N=C1SC(C(=O)Nc2ccc(F)cc2)CC(=O)N1C (stereo not given)
    ·, -100*, -14, -1%
CCOCCSc1nc2c(c(-c3cccs3)c1C#N)CC/C2=C/c1cccs1
    ·, -20, 0, 2%
C1CCN(Cc2nnnn2C2CCCC2)CC1
    ·, -4, 10[0.0738 µM], 5%
CCOC(=O)C1=C(C)NC(=S)NC1c1ccc(OC(=O)c2ccco2)cc1 (stereo not given)
    ·, 37, ·, -10%
CC(C)Cn1c(SCC(=O)N2CCCCC2)nc2ccccc2c1=O
    ·, 43, 2, 0%
Cc1ccc2c(c1)c1c(n2CC(O)Cn2nc(C)c(Br)c2C)CCCC1 (stereo not given)
    8%, -2, 8, -15%
CC(C)COc1ccc(C(=O)OCCN2CCOCC2)cc1
    12%, 39, 0, 12%
Cn1c(CNc2ccccc2O)nc2ccccc21
    14%, -23, 3, -22%
O=C(N/N=C\c1ccc(-c2ccccc2[N+](=O)[O-])o1)C1COc2ccccc2O1 (stereo not given)
    ·, ?, -2, 1%
Cn1c(=O)c2cc(NC(=O)c3ccccc3Cl)c(=O)oc2n(C)c1=O
    -13%, ?, -1, -2%
Cc1nc2ccccc2c2c1C(=O)N(C1CCCCCCC1)C2=O
    -11%, ?, 1, -3%
Cc1ccnc(NC(=O)C2COc3ccccc3O2)c1 (stereo not given)
    ·, 18, ·, -3%
COCCCNC(=O)CS(=O)Cc1nc(-c2ccccc2C)oc1C (stereo not given)
    3%, 10, -2, 5%
CCOC(=O)c1c(-c2ccc(C)cc2)csc1NC(=O)c1cc2ccccc2oc1=O
    ?, 6, 4, -18%
Nn1c(SCC(=O)Nc2ccc3c(c2)OCO3)nnc1C1CCCCC1
    2%, -17, 7, -3%
COc1ccccc1C(=O)Nc1nnc(C)s1
    -2%, 23, 4, -3%
CCOC(=O)C1CCN(S(=O)(=O)c2cnc[nH]2)CC1
    -1%, 15, 0, -3%
Nc1c(NCCCN2CCOCC2)c2ccccc2oc1=O
    0%, 29, 9, -10%
Cc1c[nH]c(=O)n(CCCN2CCN(c3ccccc3OCC(F)(F)F)CC2)c1=O
    14%, ·, 6, -4%
CCCCOC(=O)CSc1n[nH]c(=O)[nH]c1=O
    3%, 25, 4, 1%
Clc1ccc(-c2cnc3ccccc3n2)cc1
    ·, 25, ·, -3%
O=C(/C=C1\NCC2c3ccccc3CCN2C1=O)c1ccccc1 (stereo not given)
    -3%, 15, 1, 0%
Cn1c(=O)n(C)c2cc(CNc3ccc(N4CCOCC4)c(C(=O)O)c3)ccc21
    -2%, 12, 3, -4%
Cc1cc(C)n2nc(SCC(=O)Nc3ccc(F)cc3)nc2n1
    1%, -8, 1, 5%
CCOC(=O)C(C(=O)N(C)C)c1ncc(C(F)(F)F)cc1Cl (stereo not given)
    ·, 5, 3, 6%
C/C(=N\NC(=O)C1COc2ccccc2O1)c1ccc(C)o1 (stereo not given)
    -9%, 14, 4, 1%
Cc1cccc(CNc2cc(-c3ccc(N(C)C)cc3)ncn2)c1
    7%, ·, ·, -5%
CCOc1ccccc1NC(=S)NCc1ccco1
    -5%, -28, 1, -15%
Cc1cccc(NC(=O)CSc2nnc(-c3cnccn3)n2Cc2ccco2)c1
    4%, 58, 9, 6%
CCOc1ccc(C2C(C#N)=C(N)N(c3sc4c(c3C#N)CCCC4)C3=C2C(=O)CCC3)cc1 (stereo not given)
    -15%, -10, 2, -16%
CSc1nc(N)c(C#N)c(-c2ccc(Cl)cc2)c1C#N
    -1%, -13, 1, -12%
COc1cccc(-c2n[nH]c(=S)n2Cc2ccco2)c1OC
    -4%, 3, 15, -7%
Cc1ccc(S(=O)(=O)N2CCOCC2)cc1C(=O)Nc1ccccn1
    8%[2.29 µM], 8, -8, -2%
O=C(Cn1c(C(=O)NCc2ccco2)cc2sccc21)c1ccccc1
    -10%, ?, 5, -5%
Cc1cc(NC(=O)CSc2nc3sc(C)c(C)c3c(=O)n2C2CCCC2)no1
    -8%, -8, -4, -1%
O=C(CCn1nnc2ccccc21)N1CCC(O)(c2cccc(F)c2)CC1
    18%, 24, -3, 1%
C=CCn1c(SCC(=O)Nc2ccc3c(c2)OCO3)nnc1-c1ccccc1O
    -5%, 6, -1, 0%
Cn1c(=O)c2c(-c3ccccc3)n(N3CCOCC3)cc2n(C)c1=O
    -9%, -24, 7, -5%
C=CCN1C(=O)CN=C1Nc1ccccc1
    1%, 64, -2, -6%
O=C(OC1CCN(c2ccc([N+](=O)[O-])cc2)CC1)c1ccccc1
    -6%, 34, 5, -12%
O=C(NNC(=O)c1cccs1)c1ccc(Cl)c(Cl)c1
    ·, -12, ·, 1%

Continuation:
Values run as follows: 15-hLO-2 inh, PNC assembly inh, IMPase inh, 12-hLO inh
COC(=O)c1[nH]c2ccccc2c1NC(=O)/C=C/c1ccc2c(c1)OCO2
    ·, ?, 7, -1%
CCC1(C)Cc2c(sc3nc(NC)n(C)c(=O)c23)CO1 (stereo not given)
    -4%, -5, 2, -10%
Cc1ccc(C)c(N(CC(=O)Nc2cc(Cl)ccc2Oc2ccccc2)S(C)(=O)=O)c1
    ·, 95, 7, 0%
COc1ccc(OC)c(CNc2ccc(F)c(Cl)c2)c1
    -5%, ?, -3, 10%
Cc1c(Nc2c3c(c(C#N)c4nc5ccccc5n24)CCC3)c(=O)n(-c2ccccc2)n1C
    -2%, ?, 7, -4%
CCCn1nnnc1SCC(=O)Nc1cccc(NC(=O)c2ccco2)c1
    -6%, ?, 2, 1%
O=C(N/N=C\c1ccc(Cl)cc1Cl)c1sccc1-n1cccc1
    ·, 26, 7, -16%
Nc1ncnc2c1ncn2[C@H]1C[C@H](O)[C@@H](CO)O1
    ·, 32, ·, 2%
Cc1nc(-n2ncc(C#N)c2N)c2c3c(sc2n1)CCC3
    -16%, 2, 6, 6%
O=C(Nc1ccc(Cl)c(S(=O)(=O)N2CCOCC2)c1)c1ccccc1-c1ccc(C(F)(F)F)cc1
    ·, 21, ·, 3%
NS(=O)(=O)c1ccc(N/C=C\C(=O)c2ccc3ccccc3c2)cc1
    ·, ?, ·, -4%
CC(=O)Nc1cc(C)c(S(C)(=O)=O)c(C)c1
    ·, -11, ·, 0%
O=C(CSc1nnc(-c2ccco2)c(-c2ccco2)n1)Nc1ccccc1
    ?, 20, 4, ?
CCOC(=O)c1c(C)[nH]c(C(=O)O)c1C
    2%, -25, 13, 1%
O=C(CC1CC2CCC1C2)NCc1cccs1 (stereo not given)
    0%, 4, -1, 0%
Cc1ccc(NC(=O)/C(=C\c2ccc([N+](=O)[O-])cc2)NC(=O)c2ccccc2)cc1
    -15%, -5, 2, -10%
CCCCCC1CC(CC(C)C(=O)Nc2nncs2)C(=O)O1 (stereo not given)
    ·, 12, 5, 4%
CCCCN(CCCC)c1cn[nH]c(=O)c1Cl
    ·, -24, ·, -3%
COC(=O)[C@@H]1C[C@@H]2CC[C@@H](O)C[C@@H]2N1Cc1ccc(Cl)cc1
    -11%, ·, ·, -2%
Cc1ccc(Cn2nnc3c(=O)[nH]c(C4CCN(S(=O)(=O)c5ccc(F)cc5)CC4)nc32)cc1
    ·, 122, 6, -13%
CC[C@H](C)[C@H](NC(=O)OCC1c2ccccc2-c2ccccc21)C(=O)O
    -5%, ·, -5, -1%
CCC(C)NC(=O)c1csc2c1CCCCC2 (stereo not given)
    -3%, 35, -8, -4%
CC(=O)NC(C)C(c1cccs1)N1CCN(c2ccccc2)CC1 (stereo not given)
    4%, ?, 5, -3%
CCOC(=O)c1cc(NC(=O)Nc2nc3ccccc3s2)c(C)nc1C
    ·, -7, -5, -2%
O=C(Nc1ccc(S(=O)(=O)N2CCN(c3ccccc3)CC2)cc1)c1cccs1
    -3%, -24, 8, -5%
O=C(c1c(Cl)nc2sccn12)N1CCN(c2cccc(Cl)c2)CC1
    8%, ?, -1, -6%
COc1ccccc1NC(=O)COc1ccc(C(=O)OCC(=O)N(C(C)C)C(C)C)cc1OC
    1%, 14, 4, -2%
O=C(NCc1ccccc1)c1cc(S(=O)(=O)N2CCC3(CC2)OCCO3)ccc1F
    2%, -3, -2, 1%
O=C1c2cccnc2C(O)N1Cc1ccco1 (stereo not given)
    3%, ?, 11, 0%
COCC(=O)N1CCC2(CC1)CCN(C(=O)Nc1cccc(F)c1)CC2
    2%, ·, ·, 0%
Cc1ccc(S(=O)(=O)N(C)C)cc1NC(=O)CSc1nc2ccccc2[nH]1
    ·, 2, ·, -3%
O=C1CC2C(CC(OC(=O)c3ccc(-c4ccccc4)cc3)C2CO)O1 (stereo not given)
    -1%, -17, 1, 2%
Cc1ccccc1C(=O)NCCSc1ccccc1
    -1%, ?, 3, -2%
CCN(CC)CCN1C(=O)C(=O)/C(=C(/O)c2c(C)[nH]c(C(=O)OC)c2C)C1c1ccccc1OC (stereo not given)
    -8%, ?, 2, -4%

The list is partial (hit frequency here may not be typical).
